CendR NRP1 mod – alters CendR peptide binding to human NRP-1 | FAM-RPARPAR peptide binding to NRP-1, fluorescence polarization | inhibition, % at 25 µM | 0.85% of 360,000 active | AID 602438;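 active = inhibition or corrected inhibition above about 18%, plus a signal ratio from 0.5 to 1.5, limit read from the data, passing the limit was not always enough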; also: strong numbers were not always called active
Target sequence (O14786 whole entry, looked up): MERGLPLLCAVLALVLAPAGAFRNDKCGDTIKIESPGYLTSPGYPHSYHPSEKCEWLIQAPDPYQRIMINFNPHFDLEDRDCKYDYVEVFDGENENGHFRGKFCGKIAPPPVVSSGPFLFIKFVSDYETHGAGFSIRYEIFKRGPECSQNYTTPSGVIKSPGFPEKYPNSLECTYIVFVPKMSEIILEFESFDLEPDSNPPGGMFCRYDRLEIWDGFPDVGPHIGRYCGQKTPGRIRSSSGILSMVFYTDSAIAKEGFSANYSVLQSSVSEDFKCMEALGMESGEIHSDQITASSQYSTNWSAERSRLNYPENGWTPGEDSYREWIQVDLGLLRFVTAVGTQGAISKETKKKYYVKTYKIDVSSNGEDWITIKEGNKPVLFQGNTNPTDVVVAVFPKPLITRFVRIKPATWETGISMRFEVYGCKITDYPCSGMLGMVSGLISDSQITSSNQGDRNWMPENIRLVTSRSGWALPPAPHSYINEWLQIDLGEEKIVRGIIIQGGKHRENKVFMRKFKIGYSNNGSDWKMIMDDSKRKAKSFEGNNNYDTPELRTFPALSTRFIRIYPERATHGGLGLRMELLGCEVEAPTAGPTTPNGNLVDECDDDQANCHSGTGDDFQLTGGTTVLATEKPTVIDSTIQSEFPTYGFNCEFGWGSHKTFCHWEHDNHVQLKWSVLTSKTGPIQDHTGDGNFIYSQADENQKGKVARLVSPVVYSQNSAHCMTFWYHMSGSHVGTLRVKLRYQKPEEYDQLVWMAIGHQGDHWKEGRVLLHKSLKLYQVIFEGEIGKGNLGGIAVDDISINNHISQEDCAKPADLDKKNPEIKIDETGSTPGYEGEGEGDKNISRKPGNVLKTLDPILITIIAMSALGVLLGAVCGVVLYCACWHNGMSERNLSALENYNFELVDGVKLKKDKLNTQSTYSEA
eLon inh – E. coli protease La inhibition; P0A9M0; purified E. coli Lon protease, fluorescence polarization; inhibition, % at 7.94 µM; 0.42% of 360,000 active; in the data active = inhibition above about 13%, passing the limit was not always enough;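 also: 0% = enzyme with probe and DMSO and 100% = no enzyme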
Neddylation inh – cullin neddylation inhibition | TR-FRET cullin neddylation, biochemical | P61081+Q13564 | 0.58% of 360,000 active | calls only at 25 µM; in the data active = inhibition above about 36%
Rin1-Abl PPI inh – blocks binding of human Rin1 to Abl | P00519+Q13671 | TR-FRET Rin1/Abl binding, biochemical | inhibition, % at 7.35 µM | 0.4% of 360,000 active | AID 588664; in the data active = inhibition above about 5%, passing the limit was not always enough
MT1-MMP act inh – inhibitors of human MT1-MMP activation. P50281. HT1080 RFP-PRO-GFP cells, GFP/RFP ratio fluorescence, overnight; percent of plate control window, DMSO zero. GFP/RFP ratio change, % at 20 µM. 0.061% of 360,000 active. AID 651647;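 active = GFP/RFP ratio change of at least 30% with cell ATP level not reduced by more than half and red fluorescence within 50% of control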; also: strong numbers were not always called active
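Assay system: HT1080 RFP-PRO-GFP cells | Dosing: 20 µM single dose, 1% DMSO | Incubation: Cells overnight before dosing, compound overnight, 37 °C, 5% CO2 | Evaluation: GFP/RFP fluorescence ratio | Control set: DMSO-only wells and HT1080 RFP-L50D-GFP cell wells as references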
FAS-TE inh – blocks the thioesterase domain of human fatty acid synthase; P49327; recombinant FAS-TE, OMFH fluorogenic substrate, fluorescence endpoint; inhibition, % at 15 µM; 0.67% of 360,000 active; AID 602261;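 active = compounds whose normalised, plate-corrected inhibition of enzyme fluorescence in the single-dose primary screen is 50% or more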;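 also: 0% = DMSO with enzyme and 100% = substrate without enzyme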
SKN-1 block – inhibitors of C. elegans SKN-1. 0.49% of 360,000 active. C. elegans VP596 Pgst-4::GFP/RFP ratio, acrylamide-induced, 24 h. inhibition, % at 21.8 µM;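 active = interference check ratio from 0.5 to 1.5 plus GFP to RFP signal ratio inhibition reaching or exceeding a fixed threshold, cut at about 30% in these data, passing the limit was not always enough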; also: some compounds called inactive have numbers as strong as hits
MsrA act – bovine methionine sulfoxide reductase A activation; purified bovine MsrA, absorbance read-out; activation, % at 10.6 µM; 0.3% of 360,000 active; in the data active = activation above about 7.5%;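 also: 0% = vehicle and 100% = reference activator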
MsrA inhibitor – inhibitors of bovine MsrA. purified bovine MsrA, absorbance read-out. inhibition, % at 15.5 µM. 0.75% of 360,000 active. AID 651718; in the data active = inhibition above about 4.5%;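 also: 0% = vehicle wells with enzyme and 100% = reference inhibitor wells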
Active calls of the source: *; i = inactive; . = not tested or not shown; + = active, no number.

SMILES	CendR NRP1 mod	eLon inh	Neddylation inh	Rin1-Abl PPI inh	MT1-MMP act inh	FAS-TE inh	SKN-1 block	MsrA act	MsrA inhibitor
COCCCn1c(SCC(=O)Nc2ccccc2)nnc1-c1ccncc1	3	0	i	0	-7	-14	-15	-10	-1.0
CC(=O)C1=C(c2ccccc2)OC(N)=C(C#N)C1c1ccccc1C (configuration not stated)	1	10	i	1	-1	-3	-2	-6	0.2
c1ccc(NC2=NCCN2CCCC2CCCCC2)cc1	-10	0	i	1	0	-6	-3	-10	-0.1
CCC(C)NC(=O)N1c2ccccc2Sc2ccccc21 (configuration not stated)	9	-1	i	-1	-1	8	13	-2	-0.1
CCN(CC)CCN(C(=O)c1cc2ccccc2cc1OC)c1nc2ccc(OC)cc2s1	7	2	i	1	-3	26	1	0	-0.3
COc1cc(C(=O)NCC(=O)OCc2cc(=O)oc3c(C)c(C)ccc23)cc(OC)c1OC	8	-1	i	1	0	2	-10	-5	-0.9
CC(=O)Nc1cccc(-n2nnc(SCC(=O)Nc3ccc(F)c(Cl)c3)n2)c1	-5	-2	i	0	3	11	-14	-1	-0.4
O=C(c1ccc(F)cc1)c1ccc(OCC(=O)N2CCOCC2)cc1	-1	-4	i	2	0	-7	4	-2	0.0
Fc1cc(F)nc(NCc2ccccc2)n1	-1	-1	i	0	1	-4	3	-1	-0.7
COc1ccc(C(=O)COC(=O)c2sc(C)nc2C)cc1F	-16	-3	i	1	-1	1	18	-1	0.3
CCC(=NC(CC)CO)C1=C(O)CC(C)(C)CC1=O (configuration not stated)	0	-8	i	2	-1	-12	-8	-6	0.4
N#CC(=Cc1ccncc1)c1ccccc1	14	-3	i	2	0	-6	23	-5	0.1
Oc1ccc(/C=N/NC(=S)NCc2ccco2)cc1	-9	5	i	2	0	-4	3	1	1.3
Nc1nc(CSc2ccccc2)nc(N2CCCCC2)n1	-5	-6	i	0	-1	-1	2	-11	1.5
CCCCCCCCc1c(O)nc(-n2[nH]c(C)c(CCO)c2=O)[nH]c1=O	-20	6	i	-2	3	2	3	-1	0.8
O=C(CSc1ccccc1)NCc1ccccc1	5	1	i	1	3	-2	15	-3	0.4
O=S(=O)(/N=C(/c1ccccc1)N1CCCCC1)c1ccccc1	-11	-1	i	2	-2	-9	11	1	-0.3
Cc1ccc(/C=N/NC(=O)c2cccc3ccccc23)o1	-1	7	i	2	0	1	9	-2	4.3
Cc1ccc(S(=O)(=O)NCCc2nnc3ccc(NCCCOC(C)C)nn23)cc1	3	5	i	2	0	-10	1	-4	0.4
CC(=O)C1(C)C(=O)N(c2ccc(F)cc2)C(=O)N1c1ccc(F)cc1 (configuration not stated)	6	-11	i	3	5	-3	4	-3	1.1
c1nc(NCC2(N3CCOCC3)CCCCC2)c2ccsc2n1	2	0	i	3	6	2	-18	0	-0.3
Cc1cccc(-n2c(SCc3cc(=O)n4ccsc4n3)nc3ccccc32)c1	-20	-3	i	2	2	4	-1	-7	1.6
CCOc1cc2[nH]c(=S)n(CCN3CCC(C)CC3)c(=O)c2cc1OCC	-16	0	i	-3	2	-4	11	0	-1.2
CN(CCOc1cccc2ccccc12)Cc1ccccc1	-1	-8	i	1	-3	10	31	-3	1.2
O=C(NNC(=O)C12CC3CC(CC(C3)C1)C2)c1ccccc1O	-5	-2	i	-1	6	-3	5	-2	0.1

Some entries already given, reduced to FAS-TE inh and CendR NRP1 mod.
SMILES | FAS-TE inh | CendR NRP1 mod
COCCCn1c(SCC(=O)Nc2ccccc2)nnc1-c1ccncc1 | -14 | 3
CCC(=NC(CC)CO)C1=C(O)CC(C)(C)CC1=O (configuration not stated) | -12 | 0
CCOc1cc2[nH]c(=S)n(CCN3CCC(C)CC3)c(=O)c2cc1OCC | -4 | -16
Cc1ccc(/C=N/NC(=O)c2cccc3ccccc23)o1 | 1 | -1
CC(=O)C1(C)C(=O)N(c2ccc(F)cc2)C(=O)N1c1ccc(F)cc1 (configuration not stated) | -3 | 6

(listing goes on)
SMILES	CendR NRP1 mod	eLon inh	Neddylation inh	Rin1-Abl PPI inh	MT1-MMP act inh	FAS-TE inh	SKN-1 block	MsrA act	MsrA inhibitor
COc1cc(/C=N/NC(=O)CSc2n[nH]c(=O)[nH]c2=O)cc(OC)c1O	3	3	i	1	-2	-1	-2	-3	4.8*
N/C(=N\OC(=O)C(c1ccccc1)c1ccccc1)c1cccnc1	0	-5	i	-3	-4	2	15	0	.
CCOC(=O)c1c(CN2CCCCC2)oc2ccc(O)cc12	-3	-6	i	1	-4	-2	22	-3	-0.7
O=C(NCCc1ccc(Cl)cc1)c1ccc(CS(=O)Cc2ccccc2Cl)o1 (configuration not stated)	14	-7	i	2	0	8	11	-1	-0.3
Cc1ccc(S(=O)(=O)N2CCOCC2)cc1C(=O)N1CCOCC1	10	2	i	2	3	-2	20	-3	-0.9
CC(C)=CCCC1=CCC2C(=O)NNC(=O)C2C1 (configuration not stated)	-6	0	i	-1	3	-8	-23	5	0.2
CC(C)NCc1c(O)c(Br)cc2oc3c(c12)CCCC3	-5	-4	i	-2	-9	-13	-5	-5	0.4
Clc1cccc(Cl)c1Cn1nnc(N2CCCC2)n1	-4	-6	i	1	1	7	-3	-4	3.0
Cc1cc2cc(CNC(=O)c3ccc(S(=O)(=O)N4CCCC4)cc3)ccc2n1C	26*	23*	i	-51	16	-6	46*	-4	-0.1
CC(=O)c1cccc(NC(=O)c2ccc(Br)o2)c1	-2	-4	i	-3	0	-3	5	-2	0.3
CCN(CC)c1ccc(C(=O)OCC(=O)N(C(C)C)C(C)C)cc1	-2	-3	i	-1	6	-1	4	-3	1.9
Cn1cc(-c2csc(C(C)(O)c3cccc(F)c3)n2)cn1 (configuration not stated)	2	0	i	-3	2	-6	0	1	-0.8
CCN(CC(=O)Nc1ccc(NC(C)=O)cc1)C(=O)/C=C/c1cn(-c2ccccc2)nc1-c1cccs1	0	2	+	-1	3	16	14	-3	0.2
COc1cc(-c2nc3n(n2)C(c2ccc(F)cc2)C2=C(CCCC2=O)N3)cc(OC)c1OC (configuration not stated)	0	-4	i	1	8	-1	3	-8	-0.3
Cc1ccc(S(=O)(=O)N2Cc3ccccc3CC2C(=O)Nn2cnnc2)cc1 (configuration not stated)	12	2	i	3	3	-5	-5	-5	-0.6
O=C(NCc1cccnc1)C1COc2ccccc2O1 (configuration not stated)	6	-9	i	1	0	-12	-9	-11	0.5
Cc1cccc2cc(CNCC3CCCO3)c(Cl)nc12 (configuration not stated)	4	4	i	1	-2	-6	-8	-7	0.9
CN(C)c1ccc(/C=N/O)cc1	4	-5	i	-1	2	-7	5	-2	4.5
COC(=O)C1=CN(Cc2ccc(OC)c(OC)c2)C=C(C(=O)OC)C1c1cccc(OC)c1OC	3	-2	.	-2	-5	2	9	-5	-0.1
C=CCn1c(NC(=O)c2ccccc2)nc2ccccc21	26*	1	i	1	0	9	-6	-2	0.8
O=C(CSc1nc2ncc(Cl)cc2[nH]1)NCCc1ccc(F)cc1	3	5	i	2	-2	-4	8	-4	0.3
COc1ccc(Cn2cc(CN3CCOCC3)nn2)cc1	14	-1	i	4	6	-7	-3	-2	0.0
O=C(COc1cccc2cccnc12)Nc1cccc(S(=O)(=O)N2CCCC2)c1	-11	-4	i	3	4	8	4	1	1.1
CC(=O)NS(=O)(=O)c1cccnc1Nc1ccc(Cl)c(Cl)c1	-2	2	i	0	0	5	1	-13	-0.6
CCc1ccc(C(C(=O)NC2CCCC2)N(Cc2cccnc2)C(=O)c2csnn2)cc1 (configuration not stated)	-6	-21	i	3	2	4	10	-3	-0.4

Quoted at random: 3 entries already listed
SMILES	CendR NRP1 mod	eLon inh	Neddylation inh	Rin1-Abl PPI inh	MT1-MMP act inh	FAS-TE inh	SKN-1 block	MsrA act	MsrA inhibitor
COc1cc(/C=N/NC(=O)CSc2n[nH]c(=O)[nH]c2=O)cc(OC)c1O	3	3	i	1	-2	-1	-2	-3	4.8*
C=CCn1c(NC(=O)c2ccccc2)nc2ccccc21	26*	1	i	1	0	9	-6	-2	0.8
Cc1ccc(S(=O)(=O)N2CCOCC2)cc1C(=O)N1CCOCC1	10	2	i	2	3	-2	20	-3	-0.9

Individual results from the entries so far:
FAS-TE inh, CCN(CC)c1ccc(C(=O)OCC(=O)N(C(C)C)C(C)C)cc1 : -1
FAS-TE inh, C=CCn1c(NC(=O)c2ccccc2)nc2ccccc21 : 9
MsrA act, Cn1cc(-c2csc(C(C)(O)c3cccc(F)c3)n2)cn1 (configuration not stated) : 1
CendR NRP1 mod, CN(C)c1ccc(/C=N/O)cc1 : 4
MT1-MMP act inh, N/C(=N\OC(=O)C(c1ccccc1)c1ccccc1)c1cccnc1 : -4
SKN-1 block, COc1cc(/C=N/NC(=O)CSc2n[nH]c(=O)[nH]c2=O)cc(OC)c1O : -2
Rin1-Abl PPI inh, CCN(CC(=O)Nc1ccc(NC(C)=O)cc1)C(=O)/C=C/c1cn(-c2ccccc2)nc1-c1cccs1 : -1

Profiles as entered above:
Cc1ccc(S(=O)(=O)N2Cc3ccccc3CC2C(=O)Nn2cnnc2)cc1 (configuration not stated) reads CendR NRP1 mod: 12; eLon inh: 2; Neddylation inh: i; Rin1-Abl PPI inh: 3; MT1-MMP act inh: 3; FAS-TE inh: -5; SKN-1 block: -5; MsrA act: -5; MsrA inhibitor: -0.6
Clc1cccc(Cl)c1Cn1nnc(N2CCCC2)n1 reads CendR NRP1 mod: -4; eLon inh: -6; Neddylation inh: i; Rin1-Abl PPI inh: 1; MT1-MMP act inh: 1; FAS-TE inh: 7; SKN-1 block: -3; MsrA act: -4; MsrA inhibitor: 3.0

New compounds follow
SMILES	CendR NRP1 mod	eLon inh	Neddylation inh	Rin1-Abl PPI inh	MT1-MMP act inh	FAS-TE inh	SKN-1 block	MsrA act	MsrA inhibitor
CCn1ncc(Br)c1C(=O)Nc1cc([N+](=O)[O-])ccc1C	16	-2	i	0	-8	12	8	1	1.1
CN1CCN(S(=O)(=O)c2ccc(NC(=O)C3CCCO3)cc2)CC1 (configuration not stated)	9	-4	i	1	7	-8	-4	-3	0.7
O=[N+]([O-])c1cccc(Cl)c1NCCNS(=O)(=O)c1ccc(Cl)cc1	4	-7	i	-2	9	25	-5	-3	0.0
CC12CCC(/C(=C/NNc3ccc([N+](=O)[O-])cc3[N+](=O)[O-])C1=O)C2(C)C (configuration not stated)	-2	2	i	-6	11	24	-3	0	1.4
CCc1ccc(N(CC(=O)Nc2ccccc2C(=O)N2CCOCC2)S(C)(=O)=O)cc1	3	-8	i	1	3	-8	-1	-13	-0.2
CC1CCCCC1NC1=NCCS1 (configuration not stated)	-8	-9	i	-1	-1	-7	20	4	-0.3
COc1ccccc1NC(=O)C1(C)Cc2ccccc2C(=O)O1 (configuration not stated)	2	-6	i	0	0	-4	4	1	0.3
C1=C(CCNc2nnnn2-c2ccccc2)CCCC1	-1	1	i	0	2	2	-1	-2	0.2
CC1CCCC(NC(=O)COC(=O)Cc2ccsc2)C1C (configuration not stated)	5	3	i	0	4	9	20	-1	0.0
CCOC(=O)N1CCN(C(=O)c2ccc(CS(=O)(=O)c3ccc(OC)cc3)o2)CC1	3	0	i	3	-2	-1	5	-2	0.0
Cc1cccn2c(=O)c(C=NCc3ccccc3)c(NCCO)nc12	5	-5	+	-1	-1	-8	11	-5	1.4
COc1ccc(CCNC(=O)c2ccc(-c3ccc([N+](=O)[O-])cc3Cl)o2)cc1OC	-12	3	i	-1	-3	23	3	-5	1.7
CSCCC(NS(=O)(=O)c1ccc(C)cc1)C(=O)NC1CCCCC1 (configuration not stated)	-5	4	i	-1	-3	-1	-8	-3	-0.5
O=C(COc1ccc(Br)cc1)Nc1ccc(S(=O)(=O)Nc2ccccn2)cc1	5	-4	i	-1	1	2	-9	-3	1.1

High-throughput results from PubChem BioAssay.
